Assay outcomes deposited in PubChem by The Scripps Research Institute Molecular Screening Center.
MBD2 inh – inhibitors of human MBD2 binding to methylated oligonucleotide | inhibition, % at 4.4 µM | Q9UBB5 | actives 0.31% (n = 370,000) | TR-FRET; in the data active = inhibition above about 13%
Target sequence (Q9UBB5 whole entry, looked up): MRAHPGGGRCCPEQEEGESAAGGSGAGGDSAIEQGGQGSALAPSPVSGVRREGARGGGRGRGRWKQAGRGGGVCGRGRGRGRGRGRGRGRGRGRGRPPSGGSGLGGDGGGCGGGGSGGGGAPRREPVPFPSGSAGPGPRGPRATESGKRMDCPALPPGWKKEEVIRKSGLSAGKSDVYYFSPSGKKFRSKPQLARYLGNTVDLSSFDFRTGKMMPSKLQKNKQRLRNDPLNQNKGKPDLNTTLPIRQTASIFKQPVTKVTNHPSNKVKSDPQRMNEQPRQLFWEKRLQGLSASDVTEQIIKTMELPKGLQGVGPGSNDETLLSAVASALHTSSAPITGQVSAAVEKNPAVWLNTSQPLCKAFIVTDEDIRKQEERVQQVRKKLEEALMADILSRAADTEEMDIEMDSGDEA
UHRF1 MBD2 ctr – human UHRF1 methylated DNA binding inhibitors | Q96T88 | UHRF1 binding to methylated oligo, TR-FRET | inhibition, % at 4.4 µM | actives 0.75% (n = 370,000) | AID 687016; in the data active = inhibition above about 21%;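 note: UHRF1 SRA domain binding a hemimethylated CpG hairpin DNA probe; 0% = median of test compound wells and 100% = reference inhibitor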
TDP2 absorb – blocks human TDP2 phosphodiesterase activity | O95551 | recombinant TDP2, T5PNP hydrolysis, p-nitrophenol absorbance 415 nm | inhibition, % at 12.8 µM | actives 0.34% (n = 370,000);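 active = inhibition above the mean of all tested compounds plus 3 SD, set per campaign, cut at about 25% in these data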;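 note: 0% = DMSO with enzyme and 100% = buffer with substrate but no TDP2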
Target sequence (O95551 whole entry, looked up): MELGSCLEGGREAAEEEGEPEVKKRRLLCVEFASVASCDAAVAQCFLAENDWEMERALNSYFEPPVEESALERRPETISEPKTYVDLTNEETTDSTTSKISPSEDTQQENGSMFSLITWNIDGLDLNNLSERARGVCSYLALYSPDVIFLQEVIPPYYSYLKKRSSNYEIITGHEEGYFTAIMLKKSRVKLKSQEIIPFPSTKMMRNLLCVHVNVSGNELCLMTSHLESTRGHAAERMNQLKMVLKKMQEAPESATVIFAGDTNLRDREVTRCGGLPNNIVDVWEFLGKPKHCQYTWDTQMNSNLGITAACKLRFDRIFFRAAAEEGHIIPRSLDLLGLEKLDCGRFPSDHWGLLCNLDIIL
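System – recombinant human TDP2 · Amount – 120 nM TDP2 per well · Buffer or medium – Mg2+-containing Tris-HCl buffer, pH 7.5 · Reagent – T5PNP substrate, 5 mM · Dosing – 12.8 µM single point, 1% DMSO · Incubation – 2 h at 37 °C · Measured by – epi absorbance · Read-out basis – percent inhibition · Benchmarks – high control without enzyme, low control DMSO plus TDP2 · Repeats – singlicate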
PRMT1 FP inh – PRMT1 (human) inhibition, primary screen; Q99873; recombinant PRMT1, activity-based probe fluorescence polarization; inhibition, % at 2.79 µM; actives 1.3% (n = 370,000);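 active = inhibition above about 21% made by adding two undisclosed values, limit read from the data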
Tn7 DDE FP – disrupts Tn7 cyclic peptide binding to fibrin D-Dimer-E complex; FP displacement of FITC-Tn7 peptide from fibrin DD(E); 0% = median of compound wells per plate; inhibition, % at 8.3 µM; actives 0.13% (n = 370,000);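 active = inhibition above the mean of compounds falling within the control limits plus 3 SD of them, cut at about 14% in these data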;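 note: 0% = plate median of compound wells and 100% = 10 µM Aha-Tn7 peptide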
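system = human fibrin DD(E) protein | quantity = DD(E) 2 µM final | medium = Tris/NaCl/CaCl2 buffer, pH 7.8 | also added = labelled Tn7 tracer, 0.1 µM | compound dosing = single point at 8.3 µM | timing = compound with protein 10 min, then 3 h after probe, room temperature | signal = FP measurement | benchmarks = Aha-Tn7 high control | repeats = one replicate per compound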
KLK7 zymogen act – proKLK7 (human) activation, primary screen | P49862 | activation, % at 7 µM | purified proKLK7, EDANS-DABCYL substrate fluorescence; 100% is mature enzyme control, 0% vehicle | actives 0.9% (n = 370,000);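 active = activation above the mean of all tested compounds plus 3 SD, computed per campaign excluding outliers beyond control limits, cut at about 13% in these data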
Target sequence (P49862 whole entry, looked up): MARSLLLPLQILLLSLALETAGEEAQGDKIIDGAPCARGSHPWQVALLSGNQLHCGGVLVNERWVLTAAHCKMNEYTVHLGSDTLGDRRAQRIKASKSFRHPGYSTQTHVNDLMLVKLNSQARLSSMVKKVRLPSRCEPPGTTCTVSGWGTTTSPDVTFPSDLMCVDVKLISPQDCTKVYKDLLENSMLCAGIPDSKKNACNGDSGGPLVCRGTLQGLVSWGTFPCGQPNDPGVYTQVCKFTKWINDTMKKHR
DDE Tn6 FP inh – inhibitors of Tn6 peptide binding to human fibrin DD(E); P02675; Fibrin DD(E) TRITC-Tn6 fluorescence polarization displacement; inhibition, % at 8.3 µM; actives 0.21% (n = 370,000);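 active = inhibition above a per-campaign cutoff: mean of compounds within control limits plus 3 SD, cut at about 15% in these data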;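 note: 0% = median of all compound wells on the plate and 100% = blocking peptide control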
LEDGF integ inh – blocks HIV-1 LEDGF/p75-dependent DNA integration; actives 0.64% (n = 370,000); TR-FRET IN-LEDGF/p75 DNA integration, Eu/Cy5; inhibition, % at 3.7 µM;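 active = inhibition above the screen-wide mean plus 3 SD, cut at about 13% in these data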;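 note: signal is the Cy5 over europium emission ratio at 671 and 618 nm; 0% = plate median of compound wells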
TCR CD3 inh – human TCR-CD3 binding inhibition. actives 0.37% (n = 360,000). inhibition, % at 9.4 µM. TAMRA-labeled TCR probe fluorescence, biochemical. AID 651800; in the data active = inhibition above about 19%;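 note: recombinant mutant TCR 2C K166C tagged with TAMRA read by polarization; 0% = receptor in buffer alone and 100% = receptor with positive control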
SIAE primary – human SIAE inhibition, primary screen. Q9HAT2. SIAE FP-Rh probe binding, fluorescence polarization. inhibition, % at 9.66 µM. actives 0.69% (n = 370,000);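 active = inhibition above a cutoff: mean of compounds within the control limits plus 3 SD of those, cut at about 17% in these data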;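 note: 0% = plate median of compound wells and 100% = probe without SIAE protein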
Active calls of the source: *; · = no result given.

Screens in order: MBD2 inh, UHRF1 MBD2 ctr, TDP2 absorb, PRMT1 FP inh, Tn7 DDE FP, KLK7 zymogen act, DDE Tn6 FP inh, LEDGF integ inh, TCR CD3 inh, SIAE primary
Cc1ccc(-c2nnn(CC(=O)N(c3ccccc3)C(C(=O)NC(C)(C)C)c3cccs3)n2)o1 (stereo not drawn)
→ -2.4, -2.9, -0.3, -0.7, 0.8, 0.4, 2.4, 0.7, 6.0, -1.7
O=S(=O)(NC1CC1)c1ccc(F)c(F)c1
→ -3.9, 0.3, -16.3, 0.2, -2.6, 0.0, -0.4, -1.4, 4.0, -3.2
CN(C)/N=C/c1ccc(/C=N/NC(N)=S)o1
→ 3.1, -6.1, -12.5, -2.1, 12.0, -1.6, 4.0, -7.0, -4.0, 3.0
CC(C)N1CCC(C)(C(=O)Nc2ccccc2Oc2ccccc2)C1 (stereo not drawn)
→ 3.0, -1.9, 4.4, 0.9, 6.3, 0.0, 5.7, -2.7, 1.5, 2.2
CCOC(=O)N1CCN(C(=O)COc2cccc3c2CCN(Cc2cccc(C)c2)C3=O)CC1
→ 0.6, 8.8, -10.4, 0.2, 0.4, -0.1, 3.2, -1.2, 4.7, -12.0
C=CCn1c(SCC(=O)Nc2ccc(C(=O)OC(C)C)cc2)nnc1-c1cccs1
→ 6.7, 5.5, -14.1, 4.3, -1.5, -0.1, -2.5, -4.0, -7.7, -6.4
CC(C)[C@H](NC(=O)c1ccccc1)C(=O)OCC(=O)c1ccc(S(=O)(=O)N2CCCCC2)cc1
→ -0.5, 2.4, 1.2, -3.0, -3.6, 0.2, 1.4, 0.3, -5.5, -0.3
CCc1sc(C(=O)N2CCc3cc(OC)c(OC)cc3C2CC(=O)O)cc1C (stereo not drawn)
→ 1.9, -2.2, 10.2, -1.4, 0.2, 0.4, -9.9, 0.4, 1.4, 9.0
CC(=O)Nc1c(Br)cc2c(c1Br)Cc1cc(Br)ccc1-2
→ 3.8, 0.1, 12.1, 0.1, 0.2, 0.5, -0.9, 2.5, -1.8, -1.4
Cc1cc(NC(=O)CSc2nnc(Nc3ccccc3)s2)no1
→ -2.0, 15.5, -1.0, 1.0, -0.3, 0.3, 0.7, -3.7, 2.3, -1.1
COc1ccc(OC)c(NC(=O)CCCc2ccccc2)c1
→ 2.5, -0.6, -4.7, 22.0*, 3.7, 0.6, 3.1, -7.1, 1.1, -8.0
COc1cccc(-c2cc(C(F)(F)F)n3ncc(C(=O)N4CCc5ccccc5C4)c3n2)c1
→ -1.3, -1.8, -3.4, -1.3, -6.1, -0.1, 4.8, -2.4, 0.5, -0.7
COc1ccc(-c2cn3ccccc3n2)cc1OC
→ 2.9, 0.3, 2.2, 0.4, 2.8, 12.2, 2.0, -0.5, -0.8, 7.4
CCCC(=O)Nc1cccc(NC(=O)c2ccc(C)c([N+](=O)[O-])c2)c1
→ 2.6, -2.0, -0.9, -1.5, 4.2, 0.4, -2.4, -2.5, 5.1, -0.8
O=C(CN1C(=O)NC2(CCCCCCC2)C1=O)NCc1ccc2c(c1)OCO2
→ -3.0, 0.9, 0.5, -0.1, -2.8, -0.2, 1.1, 1.1, -3.2, 7.8
CN(Cc1ccccc1)C(=O)CN1C(=O)NC2(CCCCCCC2)C1=O
→ 0.4, 1.8, -18.0, 1.4, -1.7, 0.0, 2.9, 0.3, 6.5, -16.3
Cc1ccccc1N=Nc1c(N)[nH]n(-c2ccccc2)c1=O
→ -10.4, -8.4, 3.7, -1.1, 3.2, -0.1, 1.3, 0.5, ·, 8.8
COc1ccc(NC(=O)Cn2nnc(C(=O)NCc3ccccc3)c2N)c(OC)c1
→ -2.4, 7.2, 12.1, -1.5, -3.5, 0.5, 3.6, -1.1, 6.5, 4.0
Cc1ccc(C)c(S(=O)(=O)N2CCCC2CNC(=O)C(=O)NCc2ccco2)c1 (stereo not drawn)
→ 3.4, -0.7, 8.1, 0.2, 2.3, 0.1, -2.1, -1.6, 6.1, -0.3
COc1cc(C)c(Br)cc1S(=O)(=O)NCc1ccncc1
→ -0.1, 3.2, -1.6, 0.6, -3.0, 0.4, -6.9, -0.9, -0.8, -1.3
CCN1CCN(c2ccc(NC(=O)c3ccco3)cc2Cl)CC1
→ -4.6, 2.2, -4.7, 3.6, -0.2, 0.2, 1.0, -0.4, -7.2, 4.9
Cc1ccccc1N(CC(=O)NCCc1ccccc1)C(=O)c1ccc(N2CCCC2)nc1
→ -0.3, -0.5, -6.5, -1.6, -5.8, 0.0, 0.0, -0.2, 4.7, -6.0
COc1ccc(Cn2cc(C(=O)c3ccccc3)c(=O)c3cc(OC)ccc32)cc1
→ -7.2, -3.4, -0.6, -4.7, 3.6, 0.0, -0.1, 7.9, 4.0, 4.0
Cn1c(=O)c2c(nc(Br)n2CCSc2nc3ccccc3o2)n(C)c1=O
→ -0.1, 2.4, 2.3, 4.5, -7.6, 0.2, -2.4, -3.5, -2.5, -8.0
COC(=O)c1ccc(NC(=O)C(=O)N2CCCC2)cc1
→ 1.1, -0.3, -0.1, 1.7, 1.8, 0.5, -2.8, 0.1, -5.7, 0.5
Cc1ccc(-c2cn(S(=O)(=O)c3cccc([N+](=O)[O-])c3)nc2N)cc1
→ -3.4, 2.0, -10.7, -1.2, -0.8, 0.9, -4.4, 3.5, -5.1, 0.2
C/C(=N\NC(=O)c1nnn(-c2nonc2N)c1CN(C)c1ccccc1)c1cccs1
→ 0.1, 0.4, 4.8, 1.1, 4.1, -0.6, 5.9, 0.0, 0.9, 3.1
Cc1nc(SCc2ccc(O)c([N+](=O)[O-])c2)n[nH]1
→ -4.3, -2.7, -12.2, 3.3, 1.6, -0.9, 4.0, 1.1, 4.1, 1.8
C[C@@H]1CN(c2ccc(N3CCN(C(=O)OC(C)(C)C)C[C@@H]3C)cc2C#N)CCN1Cc1ccccc1
→ -1.1, -3.3, -0.9, -1.1, -3.3, 0.3, 1.1, 6.9, 2.0, 7.9
CC(C)[C@H](NC(=O)c1ccccc1)C(=O)OCC(=O)NCC1CCCO1 (stereo partly drawn)
→ -2.9, -3.7, -4.5, -0.8, -2.4, -0.3, 0.8, 0.1, -1.0, -1.4

As entered above.
CCOC(=O)N1CCN(C(=O)COc2cccc3c2CCN(Cc2cccc(C)c2)C3=O)CC1 in PRMT1 FP inh: 0.2
CN(Cc1ccccc1)C(=O)CN1C(=O)NC2(CCCCCCC2)C1=O in Tn7 DDE FP: -1.7

(listing goes on)
Screens in order: MBD2 inh, UHRF1 MBD2 ctr, TDP2 absorb, PRMT1 FP inh, Tn7 DDE FP, KLK7 zymogen act, DDE Tn6 FP inh, LEDGF integ inh, TCR CD3 inh, SIAE primary
COc1ccccc1-n1cnnc1SCC(=O)Nc1cc(C(C)(C)C)nn1-c1ccccc1
→ -0.1, -4.6, -3.3, -0.6, 0.0, 0.2, 7.2, 0.7, 0.6, -6.2
CCOC(=O)c1ccc(NC(=O)c2cc(C)nn2-c2ccccc2)cc1
→ -0.2, -0.3, 0.8, -0.2, -0.8, 0.0, -14.9, 1.3, 1.9, -3.4
CCCC[C@H]1COCCS(=O)(=O)N1Cc1cccc([N+](=O)[O-])c1
→ -3.0, -0.4, 0.5, -2.1, 1.5, 0.1, 8.9, -1.8, 5.2, -2.5
CCN(C(=O)COC(=O)c1ccc(OC)c(S(=O)(=O)N2CCCc3ccccc32)c1)C1CCS(=O)(=O)C1 (stereo not drawn)
→ -1.1, 1.8, 10.8, -3.9, -3.3, 0.5, 9.7, 0.2, 3.5, -2.4
O=C(CN(Cc1ccccc1)C(=O)c1ccc2c(c1)OCCO2)NCc1ccc2c(c1)OCO2
→ 3.0, -0.7, 10.4, -2.5, 5.3, -0.4, -3.0, 2.3, 0.2, 2.4
Cc1nc(SCC2(C)CC2(Cl)Cl)n[nH]1 (stereo not drawn)
→ 1.6, 1.6, 1.9, -0.3, 8.4, 0.3, -2.6, -3.2, -1.7, -2.9
O=C(CC1SC(N2CCCCC2)=NC1=O)Nc1cccc(C(=O)N2CCCC(C(F)(F)F)C2)c1 (stereo not drawn)
→ 0.5, -2.1, 4.7, -1.1, 1.0, 0.0, 1.5, -5.1, 4.0, -0.7
CC(C)C(C(=O)Nc1ccc(S(=O)(=O)N2CCOCC2)cc1)N1C(=O)c2ccccc2C1=O (stereo not drawn)
→ -1.9, 0.5, -0.8, -0.7, -5.9, -0.3, 3.4, 0.5, 0.8, -0.5
COc1ccc(O)c(-c2nc(N)nc(N)n2)c1
→ 2.7, 2.9, -3.5, -1.7, 2.4, -0.2, -6.0, -3.5, 7.2, 8.1
Cc1oc(-c2ccccc2)nc1CS(=O)CC(=O)N1CCc2ccccc2C1 (stereo not drawn)
→ -3.5, -2.9, 2.1, 20.7, 0.6, 0.5, 6.9, -0.3, 1.9, -2.1
O=C(Nc1ccc(Cc2ccncc2)cc1)c1cccc([N+](=O)[O-])c1
→ -4.3, -0.1, -6.3, -1.3, -6.0, -0.2, -1.9, 4.1, 5.3, 1.4
O=S(=O)(c1ccc2nc(Cc3cccc(C(F)(F)F)c3)[nH]c2c1)N1CCOCC1
→ -2.5, -0.2, -10.6, -2.2, -3.8, 0.3, -2.3, 0.2, -4.7, -9.6
O=c1c2c(nc3c(-c4ccccc4)c[nH]n13)CCCC2
→ -6.0, 1.2, -2.0, -3.7, 0.2, -14.3, 7.2, -1.9, 3.1, -2.0
O=[N+]([O-])c1ccc(CN2CC(N3CCN(CCO)CC3)CS2(=O)=O)cc1 (stereo not drawn)
→ 3.4, 0.4, 10.5, -5.6, -6.8, 1.0, -3.4, 3.2, -0.8, 3.3
O=C(COC(=O)c1ccc(O)cc1)NCCCc1ccccc1
→ -0.4, -3.1, 15.6, -6.1, -1.0, 0.6, 0.2, -0.1, 2.5, -1.2
O=C(CSc1nc(=O)n2ccccc2n1)Nc1ccc2c(c1)OCO2
→ 7.3, -1.3, -4.3, 1.1, -0.6, -0.6, 3.9, -1.4, -11.3, 6.2
Cc1ccc(S(=O)(=O)N(C)C)cc1NC(=O)c1ccc(OC(F)(F)F)cc1
→ -4.4, -0.4, -13.2, 3.0, 5.4, -0.2, 5.2, 1.6, -10.7, 13.6
CCN(c1ccccc1)S(=O)(=O)c1ccc(C(=O)Nc2ncccc2C)cc1
→ 3.7, 0.6, 5.7, -2.3, -3.3, 0.7, -7.4, 1.9, 1.8, -4.8
Cn1ncc([N+](=O)[O-])c1C(=O)Nc1cc(Cl)ccc1Cl
→ 5.7, -1.4, 1.2, -9.2, 1.6, -0.4, -0.8, 5.0, -1.4, -7.5
CC(C)Oc1ccc(C(=O)NCCNC(=O)c2ccco2)cc1
→ -4.5, 1.1, 11.8, -2.0, -3.7, -0.2, 1.9, 0.8, 4.3, -6.2
Cc1ccc(NC(=O)c2cnccn2)c(C)c1
→ 1.7, 1.3, -7.7, 1.9, 6.3, -0.4, 6.7, -11.4, 2.5, -9.4
C[C@@H]1CN([C@H](C)CO)C(=O)CCCn2nncc2CO[C@H]1CN(C)C(=O)CCC(F)(F)F
→ -1.6, 4.1, -3.8, 4.9, 3.1, 0.0, -5.3, 1.9, -7.1, 0.8
